Assay outcomes deposited in PubChem BioAssay by several laboratories.
STEP inh: STEP phosphatase inhibitors, primary screen, biochemical, fluorescence intensity, uHTS. inhibition, % at 20 µM. AID 588621, 2011. 0.25% of 360,000 active. recombinant STEP, OMFP fluorogenic substrate. Tyrosine-protein phosphatase non-receptor type 5 (Homo sapiens), P54829;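 active = inhibition at 20 µM, scaled per plate between control wells, above about 37%, limit read from the data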;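 also: 0% = DMSO with enzyme and substrate and 100% = substrate only without enzyme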
Target sequence (P54829 whole entry, looked up): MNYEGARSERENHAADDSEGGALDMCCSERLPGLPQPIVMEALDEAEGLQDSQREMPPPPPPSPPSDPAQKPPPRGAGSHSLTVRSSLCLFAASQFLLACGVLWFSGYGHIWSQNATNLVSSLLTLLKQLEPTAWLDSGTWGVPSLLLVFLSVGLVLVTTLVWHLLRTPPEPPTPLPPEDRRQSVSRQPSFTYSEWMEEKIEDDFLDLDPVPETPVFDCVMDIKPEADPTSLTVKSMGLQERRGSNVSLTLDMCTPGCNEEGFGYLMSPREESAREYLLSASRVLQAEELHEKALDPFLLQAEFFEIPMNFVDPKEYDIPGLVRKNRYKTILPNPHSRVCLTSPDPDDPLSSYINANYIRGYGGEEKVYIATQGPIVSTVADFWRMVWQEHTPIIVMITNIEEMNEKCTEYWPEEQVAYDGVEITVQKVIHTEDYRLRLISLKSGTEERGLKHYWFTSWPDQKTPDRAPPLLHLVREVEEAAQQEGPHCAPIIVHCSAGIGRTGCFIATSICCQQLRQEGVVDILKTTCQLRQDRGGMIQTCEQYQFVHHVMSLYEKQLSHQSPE
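System: STEP phosphatase, cell-free reaction; Buffer or medium: Bis-Tris pH 6.0 buffer with DTT, detergent; Incubation: 20 min at room temperature, dark; Measured by: fluorescence, 480/540 nm.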
SUMO1 PPI mod: modulators of SUMO1 protein-protein interactions, primary screen, biochemical, uHTS; Small ubiquitin-related modifier 1 (Homo sapiens), P63165; inhibition, % at 20 µM; SUMO1 binding to a labelled peptide, TR-FRET, 1 h; 0.33% of 360,000 active; in the data active = inhibition above about 37%
NadD block: inhibitors of S. aureus NadD, primary screen, biochemical, colorimetric, uHTS; inhibition, % at 20 µM; Nicotinate-nucleotide adenylyltransferase NadD (Staphylococcus aureus N315); AID 602399, 2012; purified NadD enzyme, colorimetric absorbance read-out; 0.78% of 360,000 active; in the data active = inhibition above about 26%; also: some compounds past the cut are filed as inactive
PABP1 MLLE inh: inhibitors of PABP1 MLLE–PAM2 peptide binding, primary screen, biochemical, fluorescence polarization, FITC-PAM2, GST-MLLE; AID 588489, 2011; 0.36% of 360,000 active; Polyadenylate-binding protein 1 (Homo sapiens), P11940; inhibition, % at 20 µM; in the data active = inhibition above about 35%, passing the limit was not always enough;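 also: plate controls were DMSO wells with GST-MLLE for no effect and wells lacking GST-MLLE protein for full effect; some results filed as inactive read as strong as hits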
Tb MetRS inh: T. brucei MetRS inhibitors, primary screen, biochemical, luminescence. purified T. brucei MetRS, ATP depletion, Kinase-Glo luminescence. inhibition, % at 11.9 µM. 0.4% of 360,000 active. AID 624268, 2012;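 active = inhibition above a per-plate cutoff of the control wells' mean inhibition plus 3 SD, cut at about 5.5% in these data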;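 also: 0% = DMSO wells median and 100% = median of wells with control inhibitor compound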
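technique = Kinase-Glo luminescence, ATP depletion format | system = purified MetRS (methionyl-tRNA synthetase) enzyme from Trypanosoma brucei | timing = 15 min preincubation, 2 h reaction, all 25 °C | evaluation = percent inhibition versus plate control medians | dosing = single dose, 11.9 µM final nominal, 0.9% final DMSO | also added = substrates ATP, L-methionine and bulk Escherichia coli tRNA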
Rpn11 block: Rpn11 (PSMD14) deubiquitinase inhibitors, primary screen, biochemical, fluorescence polarization, uHTS; 26S proteasome non-ATPase regulatory subunit 14 (Homo sapiens), O00487; human 26S proteasome, Ub4-pepOG fluorescence polarization; 20S core pre-blocked with epoxomicin; calls only at 20 µM; 0.59% of 360,000 active;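 active = inhibition at 20 µM, scaled to each plate's controls, above about 33%, limit read from the data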
Target sequence (O00487 whole entry, looked up): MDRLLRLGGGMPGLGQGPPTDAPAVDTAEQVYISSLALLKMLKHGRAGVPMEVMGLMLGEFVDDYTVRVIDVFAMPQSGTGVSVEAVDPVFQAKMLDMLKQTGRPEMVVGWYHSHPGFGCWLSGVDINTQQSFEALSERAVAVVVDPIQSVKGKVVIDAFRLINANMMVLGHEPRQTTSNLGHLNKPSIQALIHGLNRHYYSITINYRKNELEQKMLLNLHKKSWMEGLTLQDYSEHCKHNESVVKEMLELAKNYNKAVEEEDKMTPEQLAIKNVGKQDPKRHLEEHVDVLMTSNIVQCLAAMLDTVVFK
DNMT1 block: human DNMT1 methyltransferase inhibitors, primary screen, biochemical, molecular beacon, fluorescence, HinP1I cleavage, uHTS | DNA (cytosine-5)-methyltransferase 1 (Homo sapiens), P26358 | inhibition (reported as % activation of signal), % at 10 µM | 0.83% of 360,000 active | AID 588458, 2011; in the data active = inhibition above about 50%
LMPTP inh: LMPTP phosphatase inhibitors, primary screen, biochemical, fluorescence intensity, uHTS. AID 651560, 2012. recombinant LMPTP-A, OMFP fluorogenic substrate. 0.22% of 360,000 active. inhibition, % at 20 µM. Low molecular weight phosphotyrosine protein phosphatase (Homo sapiens), P24666;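 active = compounds that cut the enzyme signal by at least half of the control window in the single-dose screen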;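 also: plate controls were DMSO wells with enzyme plus substrate for no effect and substrate without enzyme for full effect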
Target sequence (P24666 whole entry, looked up): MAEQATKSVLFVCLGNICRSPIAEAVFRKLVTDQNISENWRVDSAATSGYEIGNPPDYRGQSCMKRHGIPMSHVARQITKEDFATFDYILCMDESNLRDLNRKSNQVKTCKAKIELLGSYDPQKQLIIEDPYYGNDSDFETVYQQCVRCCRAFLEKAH
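Assay system: LMPTP-A phosphatase enzyme | Input: 0.625 nM enzyme | Also added: Fluorogenic phosphatase substrate OMFP at 400 µM final | Compound dosing: One test concentration per compound, 20 µM, with 3% DMSO overall | Schedule: 50 min enzyme reaction at room temperature, protected from light | Signal: Fluorescence intensity | Benchmarks: no-enzyme and uninhibited controls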
CSN inh: inhibitors of CSN-mediated cullin deneddylation, primary screen, biochemical, fluorescence polarization, uHTS | inhibition, % at 12.5 µM | Purified CSN, SCF-Nedd8-OG deneddylation | 0.38% of 360,000 active | COP9 signalosome complex subunit 5 (Homo sapiens), Q92905;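 active = pattern-corrected inhibition above about 35%, with an unprinted fluorescence ratio check between 0.5 and 1.5, limit read from the data, passing the limit was not always enough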;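 also: 0% = enzyme with substrate and 100% = substrate without enzyme; some results filed as inactive read as strong as hits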
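Material: purified human Csn5 enzyme expressed in HEK293T cells / Medium: Tris buffer pH 7.5, NaCl, DTT, Tween-20, trehalose, ovalbumin / Compound dosing: 12.5 µM single point / Schedule: 90 min incubation of compound, enzyme and substrate at room temperature / Signal: fluorescence polarization of the substrate / Control set: no-enzyme wells high, enzyme-with-substrate wells low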
Scp1 inh: Scp-1 phosphatase inhibitors, primary screen, biochemical, colorimetric, uHTS; Carboxy-terminal domain RNA polymerase II polypeptide A small phosphatase 1 (Homo …; Recombinant Scp1, phosphopeptide, malachite green phosphate absorbance; inhibition, % at 20 µM; 0.88% of 340,000 active; AID 493091, 2011;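 active = inhibition above about 50% at 20 µM, limit read from the data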;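 also: plate controls were DMSO wells with enzyme for no effect and wells lacking enzyme for full effect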
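Material: truncated SCP-1 phosphatase (76-261aa) / Buffer or medium: 50 mM Tris acetate pH 5.5, 0.005% Tween-20, 10 mM MgCl2 / Compound dosing: one concentration, 20 µM, with 1.0% DMSO / Incubation: 45 min room-temperature reaction, 5 min colour, 30 min stabiliser / Detection: colorimetric free-phosphate detection, absorbance 630 nm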
An asterisk follows results filed as active; i = inactive.

SMILES	STEP inh	SUMO1 PPI mod	NadD block	PABP1 MLLE inh	Tb MetRS inh	Rpn11 block	DNMT1 block	LMPTP inh	CSN inh	Scp1 inh
COc1ccc(C)cc1NC(=O)C(OC(=O)CNC(=O)c1ccc(Br)cc1)c1ccccc1 (stereo not drawn)	2.2	-1.2	-4.1	10.4	0.2	i	-5.4	5.5	2.6	-6.7
COc1ccc(-c2nnc(NC(=O)CS(=O)(=O)c3ccc(F)cc3)o2)cc1	9.2	5.1	10.0	1.0	0.1	i	0.9	-0.1	-2.7	-4.7
CC1(C)CC(=O)c2cn3ncnc3nc2C1	-1.9	3.9	0.4	-5.1	-0.1	i	8.1	0.2	0.8	-2.2
O=C1CCCc2c1cc(C(=O)Nc1ccc(Br)cn1)c(=O)n2-c1ccccc1	2.9	-7.1	5.3	-0.5	0.5	i	0.7	1.3	-0.8	-6.1
O=C(c1ccccc1)c1ccc(-n2ccnc2)c([N+](=O)[O-])c1	1.8	-24.0	3.0	11.6	4.1	i	1.6	-0.8	-4.3	-5.3
CN(CCc1ccccn1)Cc1ccc(Cl)c(Cl)c1	-1.7	-1.5	2.3	5.2	1.0	i	-2.0	-2.4	1.5	-2.4
O=C(COc1ccccc1)N[C@@H]1c2ccccc2CC[C@H]1OCc1ccccc1	0.5	9.5	-6.6	-1.0	-2.0	i	5.0	2.5	0.7	-6.6
O=C(O)COc1c(F)c(F)c(C(F)(F)F)c(F)c1F	0.3	-2.5	-2.3	13.5	-0.7	i	2.5	-0.7	2.2	-9.4
O=C(CNC1CCCCC1)NN=C(c1ccccc1)c1ccccc1	-0.4	-2.2	-2.8	-17.2	-0.5	i	5.0	-1.6	6.1	-8.6
COC(=O)c1[nH]c2c(c1C)C(=O)CC(c1ccc(C)cc1)C2 (stereo not drawn)	-4.7	-3.3	-6.0	10.9	-1.2	i	2.4	-1.3	4.5	-12.3
Cc1ccc(C)c(-n2cc(CN3CCNC(=O)CC3)c(-c3ccccc3)n2)c1	-0.7	6.4	-3.6	11.3	-0.5	i	-0.9	0.3	0.2	4.9
O=C(O)CCCC(=O)Nc1ccc(OCc2nc3ccccc3s2)cc1	9.1	7.8	-0.4	29.4	-0.8	i	-5.1	5.0	1.2	-3.3
CCOc1ccc(C2CC(=O)n3nc(C45CC6CC(CC(C6)C4)C5)nc3S2)cc1OC (stereo not drawn)	0.6	-0.3	2.5	15.5	-0.1	i	-1.4	-0.3	-2.4	0.7
CCCCn1c(N)c(N(CCOC)C(=O)c2ccc(Cl)c(S(=O)(=O)N3CCCC3)c2)c(=O)[nH]c1=O	-0.9	0.3	-6.5	-13.5	-0.3	i	0.0	-1.8	6.1	0.0
C[C@@H]1NS(=O)(=O)c2cc(Cl)ccc2O[C@@H]1c1ccccc1	-2.2	-0.8	-0.6	-9.2	-1.2	i	3.4	0.2	-3.6	-8.0
COc1ccc(F)cc1C(=O)C1CCCN(C(=O)c2ocnc2C)C1 (stereo not drawn)	-0.8	0.2	-4.9	18.7	-0.5	i	1.2	-2.0	-1.9	-7.1
CCOc1ccc(C2NC(=O)C(C#N)=C(S)N2c2ccc(OC)cc2)cc1OC (stereo not drawn)	0.8	2.2	2.9	12.0	-0.8	i	-4.4	-0.9	2.2	-2.2
CCN1CCN(c2sc(S(C)(=O)=O)nc2S(=O)(=O)c2ccc(Cl)cc2)CC1	-0.6	-2.5	4.8	11.6	-0.3	i	5.1	0.6	11.0	-5.2
COc1cc2c(cc1NC(=O)c1cc(-c3ccncc3)nc3ccc(C)cc13)oc1ccccc12	12.6	12.4	26.0	-16.6	-0.6	i	-3.1	3.7	3.9	12.4
COC(=O)C1C(=O)c2c([nH]c(C(=O)OC3CCCCC3)c2C)CC1C (stereo not drawn)	-0.4	5.9	-2.1	-4.6	-0.4	i	-0.1	0.6	-5.0	-9.7
O=C(Nc1ccn(Cc2c(F)c(F)c(F)c(F)c2F)n1)c1cccc(Cn2cc([N+](=O)[O-])cn2)c1	-1.8	-8.3	-9.6	-1.2	-1.8	i	-0.6	2.5	2.4	-6.2
CCC(=O)c1ccc(OCC(=O)N2CCN(S(=O)(=O)c3ccc(Cl)s3)CC2)cc1	0.1	5.2	15.3	-13.7	-0.1	i	7.4	3.2	4.6	4.1
Cc1cccn2c(=S)[nH]nc12	-2.0	-0.6	2.5	20.5	-0.2	i	6.3	-2.3	-1.9	-4.7
CC1CN(C(=O)CCC(=O)NCCc2ccccc2)c2ccccc2O1 (stereo not drawn)	-4.9	-6.7	-2.3	-3.5	-0.1	i	3.0	-0.5	1.8	-5.8
O=[N+]([O-])c1ccc(Cl)c(NC2=NCCCCC2)c1	-0.6	-22.2	-6.3	7.9	0.0	i	2.1	0.7	-1.3	-9.8
CCCCOC(=O)Nc1ccccc1C(=O)N1CCCC1	-3.5	3.5	-1.2	6.7	-0.6	i	-1.8	-3.9	0.3	-11.1
C/C(=N/N1CCN(Cc2ccccc2)CC1)c1ccc(Br)cc1	5.0	-2.4	-2.3	2.2	-1.0	i	9.0	1.9	-1.8	1.3
COc1ccc(NC(=O)CS(=O)CC(=O)N2CCN(C3CCCC3)CC2)cc1 (stereo not drawn)	-7.6	0.9	-4.2	6.5	-0.9	i	5.3	1.1	-2.1	1.8
CCc1cc2cccc(C)c2nc1SCC(=O)c1ccc(NC(C)=O)cc1	-0.4	1.8	-3.5	-13.8	-0.4	i	-9.5	3.0	2.8	-5.9
Cn1c(SCC2CCCO2)nnc1-c1ccncc1 (stereo not drawn)	-1.4	3.1	4.5	16.9	-1.3	i	2.5	-0.1	-1.1	-4.4

Fetched by structure from above, two records:
SMILES	STEP inh	SUMO1 PPI mod	NadD block	PABP1 MLLE inh	Tb MetRS inh	Rpn11 block	DNMT1 block	LMPTP inh	CSN inh	Scp1 inh
CCCCOC(=O)Nc1ccccc1C(=O)N1CCCC1	-3.5	3.5	-1.2	6.7	-0.6	i	-1.8	-3.9	0.3	-11.1
Cn1c(SCC2CCCO2)nnc1-c1ccncc1 (stereo not drawn)	-1.4	3.1	4.5	16.9	-1.3	i	2.5	-0.1	-1.1	-4.4

The list goes on:
SMILES	STEP inh	SUMO1 PPI mod	NadD block	PABP1 MLLE inh	Tb MetRS inh	Rpn11 block	DNMT1 block	LMPTP inh	CSN inh	Scp1 inh
CCN1CCC(NC(=O)Nc2ccccc2C(=O)OC)CC1	1.6	-2.9	-4.4	-3.6	-0.6	i	-0.8	-2.7	-10.7	1.2
Cc1cc(C)n(-c2ncc(C#N)cn2)n1	1.3	2.7	1.8	-2.0	0.1	i	-0.9	-1.6	-9.9	-1.3
O=C(N1CCOCCOc2ccccc2OCCOCC1)C(F)(F)F	2.7	0.1	-4.2	2.0	1.1	i	-2.2	-0.6	-2.6	-6.2
COc1ccccc1/C=N\NC(=O)c1ccc(COc2ccc(C)c(C)c2)o1	-1.3	1.8	-18.9	0.6	-0.5	i	5.7	2.0	-1.9	-4.3
O=C(c1ccccc1C(=O)N1CCN(c2ccccc2)CC1)N1CCN(c2ccccc2)CC1	-2.5	-10.1	3.5	85.9	0.2	i	-4.3	0.6	-21.7	-1.1
CS(=O)(=O)c1ccc(C(=O)NCc2ccc(F)cc2)cc1	0.4	2.8	1.0	13.4	0.0	i	1.6	-0.8	3.6	2.2
Cc1ccc(S(=O)(=O)N2CCCC(CCC(=O)NCc3ccccc3F)C2)s1 (stereo not drawn)	3.4	3.4	-12.1	15.0	-0.2	i	0.4	-0.4	1.8	-7.7
COc1ccc(-c2nnc(SCC(=O)NC(C)c3ccccc3)o2)cc1OC (stereo not drawn)	7.1	-2.9	-1.9	-11.0	-0.6	i	-0.4	-0.1	-0.8	-3.0
COc1ccc2[nH]cc(CCNC(=O)CCC3CCCCC3)c2c1	2.3	5.7	-4.3	-6.5	-1.8	i	-1.8	-0.6	-3.8	-2.0
CNC(=O)C(=O)Nc1cc2c3c(c1)C(C)C(=O)N3CCC2 (stereo not drawn)	-1.6	-0.2	-1.4	-3.1	-0.9	i	0.6	0.6	-3.7	4.8
CCCCNS(=O)(=O)c1ccc2nc(SCC(=O)Nc3cccc(F)c3)[nH]c2c1	-0.8	4.8	1.8	-5.1	0.2	i	8.7	1.9	-11.1	0.3
CC(=O)c1cccc(NS(=O)(=O)c2ccc3c(c2)oc(=O)n3C)c1	1.0	-0.1	-3.7	3.4	-0.3	i	2.3	0.6	-1.7	-3.5
CCOC(=O)Cc1csc(NC(=O)CSc2nnc(-c3ccc(NS(=O)(=O)CC)cc3)o2)n1	-3.0	0.3	-4.8	6.4	-0.2	i	-0.5	0.3	0.2	-5.6
CCCCCCN[C@H]1CCC2C3CC=C4C[C@@H](O)CC[C@]4(C)C3CC[C@@]21C (stereo partly drawn)	0.2	-8.9	-5.5	3.7	0.0	i	-2.4	0.3	-2.0	-1.0
O=C(CN1C(=O)NC2(CCCCCC2)C1=O)Nc1ccc(Cl)c([N+](=O)[O-])c1	-1.8	-28.4	-7.4	-13.9	0.7	i	1.9	-0.1	3.1	-0.1
CCN1CCN(S(=O)(=O)c2ccc(Cl)c(C(=O)NC3CC3)c2)CC1	-5.2	6.2	0.9	-0.1	0.0	i	4.5	-1.3	-4.5	-6.8
CSc1nnc(CSCc2ccc(Cl)cc2Cl)n1-c1ccccc1	1.8	1.8	7.6	-47.6	4.0	i	-13.2	1.8	0.0	25.9
